SKKanGAS inh = S. pyogenes SKKanGAS growth inhibitors in kanamycin, primary screen, streptokinase expression inhibitor project, SKKanGAS strain, BacTiter-Glo luminescence; 6 h; inhibition, % at 7.5 µM; 300,000 compounds, 1.3% hits; AID 1662, 2009;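 active = mean replicate score, as percent of positive control median, at least 50; inconclusive = mean below 50 but one replicate at or above 50; inactive = mean and every replicate below 50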;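 note: strain carries kanamycin resistance gene driven by streptokinase promoter and grows in 40 µg/ml kanamycin; loss of luminescence reflects streptokinase promoter inhibition or plain growth inhibition; 0% = median of DMSO wells and 100% = positive control at its reference dose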
HIF act = HIF pathway transcriptional activators, primary screen, cell-based, U2OS HRE-luciferase, luminescence; U2OS HRE-luciferase reporter; normalized: DMSO 0%, desferrioxamine 100%; activation, % at 7.5 µM (by protocol); 300,000 compounds, 0.32% hits; AID 1910, 2009;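 active = mean activation of at least 10% of the iron chelator positive control signal, with at least half of replicates also reaching 10%; inconclusive = mean and replicate majority disagree about reaching 10%; inactive = mean and most replicates under 10%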
MrgX1 antagonist = antagonists of human MrgX1 receptor, primary screen, HEK293 cells, Fluo-4 calcium flux; BAM8-22 antagonism; hits give low values; B-score at 10 µM; 310,000 compounds, 1.3% hits; AID 588676, 2011;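 active = calcium-response B-score plate-corrected more than 3 library SD below zero, starting fluorescence within 5 deviations, no agonist response on first addition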;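 note: peak minus trough fluorescence over baseline after final BAM8-22 challenge near maximal dose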
TRPC4 block = inhibitors of mouse TRPC4 channel, primary screen, Fluo4 calcium, HEK293 TRPC4beta/mu-opioid cells; Short transient receptor potential channel 4 (Mus musculus), Q9QUQ5; DAMGO-evoked Fluo4 calcium flux; hits give low values; B-score at 10 µM; 300,000 compounds, 0.39% hits; AID 2247, 2010;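 active = B-score over 3 SD under the library average, no early fluorescence shift, positive overall ratio signal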
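Test system – stable TRPC4beta/mu-opioid receptor HEK293 cells · Probe or stimulus – DAMGO, a submaximal dose followed by a maximal one · Dosing – one concentration per compound · Signal – Fluo4 calcium fluorescence by kinetic imaging, 5 s 1 Hz baseline · Evaluation – per-well B score of integrated baseline-normalized Fluo4 ratio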
KLF5 inhibitor = KLF5 expression inhibitors, primary screen, DLD-1 cells, luminescence. AID 1700, 2009. 290,000 compounds, 0.23% hits. inhibition, % at 5 µM. DLD-1 KLF5 promoter-luciferase reporter;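 active = inhibition above a per-plate limit of that plate's mean compound inhibition plus 3 SD, cut at about 60% in these data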;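 note: 0% = DMSO wells and 100% = LY294002 at 200 µM; higher means less KLF5 promoter-driven luciferase light; inactives centre near -14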
TRPC4 PAM = positive allosteric modulators of TRPC4, primary screen, cell-based, mouse TRPC4beta, HEK293 mu-opioid, Fluo-4 calcium | Short transient receptor potential channel 4 (Mus musculus), Q9QUQ5 | DAMGO EC20, Fluo-4 Ca2+ flux; hits give high values | B-score at 10 µM | 310,000 compounds, 0.42% hits | AID 2227, 2009;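 active = B-score of calcium response area above 5 SD of library B-scores, with initial fluorescence ratio within 5 SD of library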;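 note: B-score of integrated fluorescence ratio over time as area under calcium response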
TRPC6 inh = mouse TRPC6 channel inhibitors, primary screen, cell-based, HEK293, membrane potential dye; Short transient receptor potential channel 6 (Mus musculus), Q61143; ACh-evoked depolarization; hits give low values; B-score at 10 µM; 310,000 compounds, 1.1% hits; AID 2553, 2010;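 active = B-score under library mean minus 3 SD, initial fluorescence not abnormally high, positive integrated signal ratio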;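 note: B-score derived from integrated fluorescence ratio over the kinetic read; more negative B-score means stronger inhibition of depolarization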
Target sequence (Q61143 whole entry, looked up): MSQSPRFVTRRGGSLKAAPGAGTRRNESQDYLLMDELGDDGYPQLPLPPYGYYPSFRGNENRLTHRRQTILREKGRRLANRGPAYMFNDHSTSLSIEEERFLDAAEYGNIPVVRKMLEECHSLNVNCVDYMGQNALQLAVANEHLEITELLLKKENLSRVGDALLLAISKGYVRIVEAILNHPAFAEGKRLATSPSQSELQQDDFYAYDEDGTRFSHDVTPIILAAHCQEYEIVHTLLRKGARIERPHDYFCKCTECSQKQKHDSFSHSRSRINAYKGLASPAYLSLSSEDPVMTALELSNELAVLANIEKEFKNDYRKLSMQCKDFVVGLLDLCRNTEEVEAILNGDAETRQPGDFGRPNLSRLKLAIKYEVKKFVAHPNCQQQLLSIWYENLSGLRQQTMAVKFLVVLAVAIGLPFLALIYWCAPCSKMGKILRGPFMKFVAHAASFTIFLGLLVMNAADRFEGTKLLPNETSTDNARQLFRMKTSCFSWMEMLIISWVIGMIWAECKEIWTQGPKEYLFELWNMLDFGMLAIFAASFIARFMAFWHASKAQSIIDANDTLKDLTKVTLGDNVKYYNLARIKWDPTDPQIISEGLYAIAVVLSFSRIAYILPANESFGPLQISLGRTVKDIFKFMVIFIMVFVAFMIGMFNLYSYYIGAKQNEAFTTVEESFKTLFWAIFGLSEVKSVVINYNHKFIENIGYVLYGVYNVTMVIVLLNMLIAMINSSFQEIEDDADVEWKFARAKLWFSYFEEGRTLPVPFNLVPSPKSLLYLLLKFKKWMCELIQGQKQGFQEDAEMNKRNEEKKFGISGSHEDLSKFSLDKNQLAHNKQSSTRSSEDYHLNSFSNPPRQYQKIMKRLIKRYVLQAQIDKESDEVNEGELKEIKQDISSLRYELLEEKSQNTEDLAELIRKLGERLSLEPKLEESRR
TRPC4 act = activators of mouse TRPC4 channel, primary screen, Fluo4 calcium, HEK293 TRPC4beta/mu-opioid cells | Short transient receptor potential channel 4 (Mus musculus), Q9QUQ5 | Fluo4 calcium fluorescence; hits give high values | B-score at 10 µM | 310,000 compounds, 0.49% hits | AID 2237, 2010;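 active = B-score above 5 SD of library B-scores, and initial fluorescence ratio not above library mean plus 5 SD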;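 note: positive B-score marks a calcium rise read as TRPC4 activation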
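Assay system: HEK293 cells stably co-expressing mouse TRPC4beta and mu-opioid receptor / Timing: Fluo4 dye loading 45 min at room temperature, 110 s recording / Signal: Fluo4 calcium-sensitive dye fluorescence, kinetic, 1 Hz baseline / Read-out: integrated baseline-normalised fluorescence ratio, converted to per-well B score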
IEC-6 cytotox = cytotoxicity in IEC-6 intestinal epithelial cells, primary screen, cytotoxicity control for KLF5 inhibitor project, cell-based, luminescence. 290,000 compounds, 0.78% hits. IEC-6 cytotoxicity, luminescence viability. inhibition, % at 5 µM; in the data active = inhibition above about 22%;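 note: 0% = plate median of test compound wells and 100% = cytotoxic reference compound wells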
aSyn UTR inh = MLPCN primary screen, SNCA 5' untranslated region; alpha-synuclein 5'UTR reporter, inhibitor activity; inhibition, % (tested at 7.5 µM); 300,000 compounds, 0.82% hits; AID 1813, 2009; in the data active = inhibition above about 60%; inconclusive = no clear call, values can overlap the other calls;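 note: H4 neuroglioblastoma cells stably carrying SNCA 5'UTR luciferase fusion; 0% = DMSO wells and 100% = positive control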
TRPC6 act = mouse TRPC6 channel activators, primary screen, cell-based, HEK293, membrane potential dye | Short transient receptor potential channel 6 (Mus musculus), Q61143 | HEK293-TRPC6 membrane potential dye fluorescence; hits give high values | B-score at 10 µM | 310,000 compounds, 0.13% hits | AID 2550, 2010;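 active = B-score of the integrated fluorescence ratio above library mean plus 3 SD, and starting fluorescence ratio within library mean plus 5 SD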;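 note: higher score means more depolarization so channel activation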
* = called active by the depositor; i = inactive; ? = inconclusive; . = not tested or not shown.

SMILES | SKKanGAS inh | HIF act | MrgX1 antagonist | TRPC4 block | KLF5 inhibitor | TRPC4 PAM | TRPC6 inh | TRPC4 act | IEC-6 cytotox | aSyn UTR inh | TRPC6 act
Cc1[nH]c(=O)cc2ccccc12 | 0 | 0.1 | i | i | -19 | i | i | i | -2 | -8 | i
COc1ccccc1NC(=O)CSc1ccc(-c2ccco2)nn1 | -2 | -0.1 | i | i | -17 | i | i | i | -4 | -7 | i
Cc1ccccc1NC(=O)Cc1cccc(C(F)(F)F)c1 | -19 | -0.4 | i | i | -16 | i | i | i | 0 | 22 | i
Cc1nn(C(=O)c2cccc([N+](=O)[O-])c2)c(C)c1Br | -2 | 0.1 | i | i | -37 | i | i | i | -2 | 11 | i
COc1cccc(/C=N/Nc2ncnc(Cl)c2N)c1O | 36 | -1.7 | i | i | -30 | i | i | i | -1 | 89* | i
CCCCCCc1cc2cc(-c3nnc(-c4cc(OC)c(OC)c(OC)c4)o3)c(=O)oc2cc1O | 36 | -0.1 | i | i | 4 | 40* | i | i | -1 | 2 | i
NC(=O)c1c(-c2cccs2)csc1N | -1 | 0.4 | i | i | 2 | i | i | i | 2 | -6 | i
NC1=NC[C@@H](Cc2ccc(O)cc2)N1CCC12CC3CC(CC(C3)C1)C2 | 3 | 0.2 | i | i | . | i | i | i | . | 30 | i
CC1CCCCN1CCNC(=O)c1ccc2c(c1)N(Cc1cccc(Cl)c1)C(=O)c1ccccc1S2=O (stereo not drawn) | -2 | -0.4 | i | i | -20 | i | i | i | -12 | 4 | i
O=C(Cn1cc(S(=O)(=O)Cc2cccc(F)c2)c2ccccc21)N1CCOCC1 | 7 | -5.4 | i | i | -4 | i | i | i | 5 | -9 | i
C/C(=N\NC(=O)c1cc(C)nc2ccccc12)c1ccco1 | 4 | -0.6 | i | i | -2 | i | i | i | -4 | 5 | i
Cc1ccc(C(=O)NCc2ccncc2)cc1S(=O)(=O)N1CCCCC1 | -7 | -0.5 | i | i | -7 | i | i | i | -4 | 10 | i
O=C(COC(=O)c1cc([N+](=O)[O-])ccc1NCCO)NCc1cccs1 | -3 | 0.3 | i | . | -3 | i | i | i | -4 | -7 | i
CCOC(=O)Nc1ccc2c(c1)N(C(=O)CN1CCN(CCO)CC1)c1ccccc1CC2 | 3 | -0.9 | i | i | -11 | i | i | i | 5 | -5 | i
Cc1cc2ncn(-c3nnnn3-c3ccccc3)c2cc1C | -2 | -0.5 | i | i | -9 | i | i | i | 3 | -6 | i
O=C1NC(c2ccccc2)C(C(=O)c2cccs2)C(O)(C(F)(F)F)N1 (stereo not drawn) | -3 | -0.2 | i | i | -19 | i | i | i | -5 | -15 | i
COc1ccc2nc3ccccc3nc2c1 | -4 | 3.5 | i | i | -83 | i | i | i | 0 | -123 | i
Cc1ccc(C)c(N2CCN(C(=O)CNS(=O)(=O)c3cccs3)CC2)c1 | 0 | -0.3 | i | i | -40 | i | i | i | 1 | 9 | i
O=C(O)Cn1cc(C(=O)c2cccs2)c2ccccc21 | 3 | 0.1 | i | i | -12 | i | i | i | 1 | -31 | i
COc1ccc(N2CCN(C(=O)c3nn(C)c4c3CS(=O)(=O)c3ccccc3-4)CC2)cc1 | -1 | -0.5 | i | i | -23 | i | i | i | 2 | 35 | i
COc1ccc(-c2coc3cc(OC(=O)N4CCOCC4)ccc3c2=O)cc1 | -9 | 1.9 | i | i | -71 | i | i | i | 4 | -67 | i
O=C(CN(C(=O)c1ccccc1Cl)N1C(=O)C2C3C=CC(C3)C2C1=O)c1cccs1 (stereo not drawn) | -11 | -0.5 | i | i | -31 | i | i | i | 0 | -1 | i
CCOc1cccc(NC(=O)C2CC(=O)N(C)C(=Nc3cccc(F)c3)S2)c1 (stereo not drawn) | 0 | -0.2 | i | i | -21 | i | i | i | -8 | -10 | i
CN(C)S(=O)(=O)c1ccc(N2CCCC2)c(C(=O)Nc2ccc(C(N)=O)cc2)c1 | -4 | -0.3 | i | i | . | i | i | i | . | -2 | i
Cc1ccc(OCCCc2c(C)n[nH]c2C)cc1 | ? | 0.1 | i | i | -30 | i | i | i | -5 | -22 | i
Cc1ccccc1-c1nc2ccccc2c(=O)n1/N=C/c1ccc([N+](=O)[O-])cc1 | -6 | -0.1 | i | i | . | i | i | i | . | 18 | i
Cc1ccccc1S(=O)(=O)Cc1ccc(C(=O)NC(C)c2ccc3c(c2)OCCO3)o1 (stereo not drawn) | -1 | -0.5 | i | i | -28 | i | i | i | -8 | 18 | i
CCC/C(O)=C1\C(=O)CC(C)(C)CC1=Nc1ccccc1OC | 1 | -0.4 | i | i | . | i | i | i | . | 4 | i
O=C(COc1ccc(/C=C\[N+](=O)[O-])cc1)N1CCOCC1 | -7 | 0.8 | i | i | -4 | i | i | i | -2 | -23 | i
CCc1nc(N[C@@H](CC(C)C)C(=O)O)c2oc3ccccc3c2n1 | 12 | -0.4 | i | i | -27 | i | i | i | -8 | 13 | i
Cc1cc(NC(=O)CSCC(=O)N(C)Cc2cccc(Cl)c2)no1 | -10 | -0.5 | i | i | . | i | i | i | . | -5 | i
CC(=O)NC1=NC(=O)/C(=C/c2cn(C(C)=O)nc2-c2ccccc2)S1 | 6 | 0.0 | i | i | -22 | i | i | i | -6 | -10 | i
COc1ccc(/C(N)=N/OC(=O)CCc2ccccc2)cc1OC | -4 | 0.9 | i | i | -32 | i | i | i | -6 | -21 | i
C=CCN1C(=O)c2oc3ccccc3c(=O)c2C1c1ccc(O)c(OC)c1 (stereo not drawn) | -1 | -0.2 | i | i | -18 | i | i | i | -10 | 27 | i
CC(C(=O)NCc1ccc2c(c1)OCO2)N1c2cccc3cccc(c23)S1(=O)=O (stereo not drawn) | 5 | 0.1 | i | i | 2 | i | i | i | -5 | 2 | i
c1ccc(-n2ncc3c(NCc4cccs4)ncnc32)cc1 | 30 | 3.8 | i | i | -135 | i | i | i | 1 | -162 | i
Cc1ccccc1NC(=O)Cc1nc(COC(=O)c2cc([N+](=O)[O-])ccc2N)cs1 | 36 | 0.9 | i | i | -8 | i | i | i | -3 | 14 | i
Cc1ccc(NC(=O)CN2C(=O)/C(=C\c3cccs3)SC2=S)cc1 | 27 | -0.6 | i | i | -49 | i | i | i | 1 | -18 | i
CCOC(=O)c1sc(=NC(=O)/C=C/c2ccccc2)n(C)c1C | 15 | 3.3 | i | i | -13 | i | i | i | -1 | -111 | i
CCc1ccc(NCc2nc(-c3ccccc3)no2)cc1 | 47 | 0.2 | i | i | 5 | i | i | i | -5 | -56 | i
O=C(c1cccc(Cl)c1)N1CCC(N2CCC(C(=O)N3CCCC3)CC2)CC1 | 5 | -0.1 | i | i | -31 | i | i | i | -1 | -24 | i
COc1ccnc(Oc2ccccc2)n1 | -6 | 0.1 | i | i | -13 | i | i | i | 2 | -16 | i
COc1cccc(CN2CCNC(=O)C2CC(=O)N(C)CCc2ccccn2)c1 (stereo not drawn) | -3 | 0.0 | i | i | -21 | i | i | 132* | -1 | 0 | i
CCN(CC)CCN(Cc1cc2cc(C)ccc2[nH]c1=O)C(=O)Nc1ccccc1OC | 5 | -0.4 | i | i | -24 | i | i | i | 2 | -29 | i
COc1cc(OC)c(NC(=O)C2CCCO2)cc1Cl (stereo not drawn) | 2 | 0.3 | i | i | -32 | i | i | i | -4 | -21 | i
Fc1ccc(N/N=C/C=C/c2ccccc2)c(F)c1 | 3 | 2.5 | i | i | -2 | i | i | i | -5 | -159 | i
Cc1nn(C(C)C(=O)NCCC2=CCCCC2)c(=O)c2nn(-c3ccccc3)c(C)c12 (stereo not drawn) | 4 | -0.1 | i | i | -71 | i | i | i | -3 | 9 | i
CCCn1c(N)c(C(=O)CN2CCN(S(=O)(=O)c3cccs3)CC2)c(=O)[nH]c1=O | -1 | -0.3 | i | i | -2 | i | i | i | 4 | 4 | i
O=C(O)C1=C[C@@H](C2CC2)C[C@@H](OCc2ccc(CO)cc2)O1 | -1 | -0.2 | i | i | 14 | i | i | i | -4 | -38 | i
O=c1c2ccccc2n(Cc2ccc(F)cc2)c(=O)n1C1CCCC1 | 27 | -0.1 | i | . | -24 | . | . | . | -10 | 44 | .
Fc1ccc(NCc2cn3ccccc3n2)cc1 | 1 | 1.6 | i | i | -43 | i | i | i | -2 | -174 | i
Cc1ccc(Oc2ccc(C(=O)NC3CCSC3=O)cn2)cc1 (stereo not drawn) | 5 | 0.2 | i | i | -33 | i | i | i | 7 | 4 | i
CCO/N=C1\C(=O)N(c2ccccc2)c2ccccc21 | -6 | -1.1 | i | i | 7 | i | i | i | -4 | 25 | i
Cc1cc(OC(=O)c2ccc(Cl)cc2)cc(=O)n1C | -1 | 0.2 | i | i | -15 | i | i | i | -1 | -9 | i
CC(C)N(C(=O)COC(=O)c1ccc(Cl)c(S(N)(=O)=O)c1)C(C)C | -5 | -0.8 | i | i | -13 | i | i | i | 2 | 7 | i
Cc1[nH]nc2c1C(c1ccc(OC(=O)c3ccco3)cc1)C(C#N)=C(N)O2 (stereo not drawn) | -2 | -0.2 | i | i | -22 | i | i | i | -4 | -4 | i
CSC(=NS(=O)(=O)c1ccccc1)SC | -4 | -0.1 | i | i | -60 | i | i | i | -18 | -4 | i
CN(C)S(=O)(=O)c1ccc(C(=O)Nc2ccc3ncccc3c2)cc1 | -4 | 0.8 | i | i | -88 | i | i | i | 4 | -86 | i
CCC1C(=O)NCCN1Cc1nc(-c2ccc(C)s2)oc1C (stereo not drawn) | 15 | -0.7 | i | i | -16 | i | i | i | 4 | 2 | i

Screening results from PubChem.
